Bioassay records (PubChem)
HIF-2a block: inhibitors of HIF-2a. 786-0 RCC cells HIF-2a reporter, luciferase luminescence, overnight. inhibition, % at 18.8 µM. actives 0.72% (n = 360,000). AID 624352;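 active = inhibition of the luminescence signal of 40% or more relative to plate controls, in a single-dose primary screen at 18.75 µM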
MITF TRPM1 inh: MITF TRPM1 promoter inhibition in SK-MEL-5 cells. inhibition, % at 12.5 µM. SK-MEL-5 TRPM1 promoter luciferase, 24 h. actives 0.83% (n = 330,000). AID 488899;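 active = mean inhibition across replicates of 60% or more, whatever share of single replicates reaches that level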; also: values of inactives mirror those of a sister screen read the other way
TWEAK Fn14 block: inhibitors of TWEAK-Fn14 interaction signaling; TWEAK-stimulated Fn14 reporter cells, luciferase luminescence, 8 h; inhibition, % at 10 µM; actives 2% (n = 360,000); in the data active = inhibition above about 50%
Peg3 prom inh: reduces Peg3 promoter-driven luciferase expression in HeLa; HeLa PEG-Prom luciferase reporter, luminescence, overnight; inhibition, % at 20 µM; actives 1.7% (n = 360,000);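 active = inhibition of at least 50% at 20 µM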
KKLEB cytotox: CF airway cell cytotoxicity counter-screen; activity change (cytotoxicity), % at 5 µM; AID 602141; KKLEB CF airway cells viability, ATPlite luminescence, overnight; stronger effect = lower value; cells stimulated with P. aeruginosa culture filtrate; actives 0.36% (n = 360,000);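 active = corrected activity change at or below -50% at 5 µM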
Shn3 3UTR inh: reduces Shn3 3'UTR luciferase signal in osteoblasts | Clone20 osteoblast Shn3 3'UTR firefly luciferase, 24 h | actives 0.52% (n = 360,000) | inhibition, % at 12.5 µM;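 active = mean inhibition of at least 75% with every replicate also reaching 75%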;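 also: 0% = median of neutral control wells and 100% = pilot-screen positive control compound; some compounds past the cut are filed as inactive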
NR2E3 ag-1: agonists of human nuclear receptor NR2E3. inhibition of corepressor binding, % at 4.78 µM. AID 2300. Q9Y5X4. actives 0.12% (n = 320,000). GST-NR2E3/biotin-RetCOR TR-FRET, 1536-well;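 active = percent inhibition above the cutoff of mean plus 3 SD of all tested compounds, set per screening campaign, cut at about 20% in these data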;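 also: 0% = DMSO wells and 100% = biotin wells as full block of FRET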
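System: GST-tagged NR2E3 plus biotinylated RetCOR corepressor; Buffer or medium: pH 7.5 Tris-based buffer; Probe or stimulus: RetCOR corepressor, biotinylated, 7 nM; Doses: compound at 4.8 µM, single dose; Schedule: 5 h incubation at 4 °C; Technique: time-resolved FRET; Evaluation: percent inhibition of TR-FRET ratio; Replication: one well per compound, singlicate testing.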
aDG glyco act: increases alpha dystroglycan glycosylation. Pro5-aDG cells, alpha-DG glycosylation AlphaScreen (IIH6); 0% Pro5, 100% B10-LARGE cell signal. activation, % at 10 µM. actives 0.22% (n = 360,000). AID 624168;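 active = activation of at least 8% versus controls, or a plate z-score of at least 8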;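 also: Pro5 are CHO cells carrying HIG-tagged alpha-DG that lacks glycosylation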
NR2E3 ag-2: activates human NR2E3 receptor; Q9Y5X4; CHO-S Gal4-NCOR/VP16-NR2E3 two-hybrid, luciferase; inhibition of corepressor binding, % at 3.98 µM; actives 0.35% (n = 360,000); AID 602229;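 active = inhibition above the mean of all tested compounds plus 3 SD, cut at about 70% in these data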;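 also: 0% = DMSO with NR2E3 transfected cells and 100% = cells lacking NR2E3 construct; higher means lower luciferase signal from less NR2E3 corepressor binding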
CF NFkB inh: inhibitors of cystic fibrosis induced NF-kB | KKLEB NF-kB-GFP reporter, PAF-induced, GFP fluorescence overnight | inhibition, % at 5 µM | actives 0.86% (n = 360,000);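 active = at least 50% inhibition at 5 µM, scaled per plate between neutral and stimulator controls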;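 also: PAF is a Pseudomonas aeruginosa culture filtrate used as stimulus; plate controls were PAF-stimulated DMSO wells for no effect and unstimulated DMSO wells for full effect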
iPSC survival up: enhancers of human iPSC single-cell survival. hiPSC single-cell survival, ATPlite luminescence; 100% = ROCK inhibitor wells, 0% = DMSO. survival enhancement, % at 20 µM. actives 0.044% (n = 360,000); in the data active = survival enhancement above about 18%;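 also: cells exposed to compounds for 16 hours before the ATP read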
Active calls of the source: *; / = no result given.

SMILES	HIF-2a block	MITF TRPM1 inh	TWEAK Fn14 block	Peg3 prom inh	KKLEB cytotox	Shn3 3UTR inh	NR2E3 ag-1	aDG glyco act	NR2E3 ag-2	CF NFkB inh	iPSC survival up
CC(C)(C)c1cc(NC(=O)COC(=O)c2ccccc2O)n(-c2ccccc2)n1	0	/	5	15	-3	3	/	-0.2	-11	-8	1.5
CC(=O)NCCOc1cccc2ccccc12	3	17	31	-5	15	8	-1	0.1	-5	-12	4.1
COc1cc(N)c2ncccc2c1Br	13	9	9	24	-1	-3	/	0.0	-4	32	-3.3
Cn1nc(C(=O)NC2CCCC2)c2ccccc2c1=O	5	3	-13	-14	-4	2	3	0.0	9	14	0.8
O=C(NC(=S)NC1CCS(=O)(=O)C1)c1ccccc1 (stereo not given)	-1	9	8	-3	2	9	2	0.3	-24	6	1.1
N#C/C(=C1\CCCN1)c1nc(-c2ccccc2)cs1	-164	-36	-3	-71	-2	-42	0	0.0	-49	-20	-2.1
CCCC(=O)N1CCCC1(C)C(=O)NCCc1ccccn1 (stereo not given)	6	/	-6	7	2	-14	/	0.0	-6	2	2.3
O=C(OC(C(=O)Nc1ccc(Cl)c(C(F)(F)F)c1)c1ccccc1)C1=COCCO1 (stereo not given)	11	10	14	23	1	-3	-1	0.1	-2	2	-1.4
CCn1c(SCC(=O)NCC2CCCO2)nnc1-c1ccc(S(=O)(=O)N2CCN(C)CC2)cc1 (stereo not given)	14	3	47	2	6	9	3	-0.2	-11	-9	0.2
CN1C(=O)CC(C(=O)O)SC1=Nc1ccc(F)cc1 (stereo not given)	12	15	-17	2	2	0	0	-0.1	-4	6	-0.6
CC(=O)Nc1sc(/C(C#N)=C/c2ccc(Cl)c(Cl)c2)nc1-c1ccc(C)cc1	18	-1	3	1	4	-5	/	0.9	-7	-120	-0.6
CN(C)Cc1nnnn1-c1ccccc1	8	2	-1	7	0	4	-4	0.0	12	28	0.7
COCCNc1nc(NCCNC(C)=O)c2sc(-c3ccccc3)cc2n1	0	/	-32	20	23	-18	/	0.0	-14	-50	2.0
COc1ccc(C2=NN(C(=O)c3cccc([N+](=O)[O-])c3)C(c3cccc([N+](=O)[O-])c3)C2)cc1 (stereo not given)	-23	-7	-21	6	-24	11	3	-0.5	-12	2	0.7
O=C(CCCCCN1C(=O)c2cccc([N+](=O)[O-])c2C1=O)NCCc1ccccc1	3	/	0	13	-3	-3	/	0.8	0	5	3.6
O=C1NC[C@@H](CCCCN2C[C@H](Cc3ccc(O)cc3)N(Cc3ccccc3)C(=O)C2=O)N(CCc2ccc(O)cc2)C1=O	2	/	-3	/	/	/	/	-0.1	-2	/	0.2
Cn1c(=O)[nH]c(=O)c2c1nc([N+](=O)[O-])n2Cc1ccccc1	97*	93*	73*	117*	-85*	98*	-4	-0.2	24	109*	7.1
O=C(O)c1cc(-c2ccc(/C=C3/SC(=S)N(Cc4ccccc4)C3=O)o2)ccc1Cl	-166	-2	34	-74	0	-4	/	-0.4	-6	-30	1.7
Cc1nnc(SCC(=O)NCCN2C(=O)CSC2=O)n1-c1ccccc1	18	-8	14	15	-3	-14	-4	0.1	-5	6	-0.3
C[C@H](CO)N1C[C@H](C)[C@@H](CN(C)C(=O)Nc2ccc(C(F)(F)F)cc2)Oc2c(NS(=O)(=O)c3ccc(F)cc3)cccc2C1=O	5	5	9	-7	-1	-1	/	0.2	23	-10	0.8
CCOC1=C2CN(S(=O)(=O)c3ccc(C)cc3)[C@@H](c3ccccc3)C[C@H]2[C@H]2C(=O)N(c3ccccc3)C(=O)[C@H]2C1	-2	/	16	6	-19	-18	/	0.2	-12	14	-0.9
COc1ccc2cc(CCNS(=O)(=O)c3ccc(NC(C)=O)cc3)c(=O)[nH]c2c1	11	-2	12	16	9	8	3	-0.1	2	3	-0.4
O=C(COC(=O)/C=C/c1ccc(F)cc1)Nc1cccc(S(=O)(=O)N2CCCC2)c1	7	13	7	6	1	4	-2	0.0	-12	-6	-0.4
Cc1ccc(NC(=O)COC(=O)CCOc2ccccc2C)cc1	13	3	-11	1	-15	-10	0	-0.5	-7	8	2.3
O=C(NCc1ccccc1Cl)[C@H]1CCCN1C(=O)[C@H]1CCCN1C(=O)c1ccccc1	-14	/	-5	/	/	/	/	0.0	-23	/	-0.2
CCCCN(CC)CCNC(=O)CNC(=O)Cn1ccc2ccccc2c1=O	12	3	-71	8	18	-44	-4	0.0	-1	-25	1.1
COc1ccc(NC(=O)CN(C)C(=O)CCCc2nc3ccccc3s2)cc1	-74	-5	-16	-49	3	-19	-4	-0.1	-16	-24	-0.2
CCCc1ccc(-c2cc(C(=O)NN3CCOCC3)c3ccccc3n2)cc1	-152	-60	-9	-153	-30	-25	2	1.0	-66	-50	-4.5
Cc1cccc(C(=O)O/N=C2/CC3CCC2(C)C3(C)C)c1 (stereo not given)	4	-2	-9	1	-1	7	-1	0.0	-17	12	2.2
Cc1ccc(CNS(=O)(=O)c2ccc3c(c2)NC(=O)CS3)cc1	-2	2	2	5	14	-2	3	-0.1	-3	-16	-0.1

Among those listed so far, these have a nitro group on carbon:
SMILES	HIF-2a block	MITF TRPM1 inh	TWEAK Fn14 block	Peg3 prom inh	KKLEB cytotox	Shn3 3UTR inh	NR2E3 ag-1	aDG glyco act	NR2E3 ag-2	CF NFkB inh	iPSC survival up
COc1ccc(C2=NN(C(=O)c3cccc([N+](=O)[O-])c3)C(c3cccc([N+](=O)[O-])c3)C2)cc1 (stereo not given)	-23	-7	-21	6	-24	11	3	-0.5	-12	2	0.7
O=C(CCCCCN1C(=O)c2cccc([N+](=O)[O-])c2C1=O)NCCc1ccccc1	3	/	0	13	-3	-3	/	0.8	0	5	3.6
Cn1c(=O)[nH]c(=O)c2c1nc([N+](=O)[O-])n2Cc1ccccc1	97*	93*	73*	117*	-85*	98*	-4	-0.2	24	109*	7.1

The main list resumes with the 5 entries that preceded the break.
SMILES	HIF-2a block	MITF TRPM1 inh	TWEAK Fn14 block	Peg3 prom inh	KKLEB cytotox	Shn3 3UTR inh	NR2E3 ag-1	aDG glyco act	NR2E3 ag-2	CF NFkB inh	iPSC survival up
CCCCN(CC)CCNC(=O)CNC(=O)Cn1ccc2ccccc2c1=O	12	3	-71	8	18	-44	-4	0.0	-1	-25	1.1
COc1ccc(NC(=O)CN(C)C(=O)CCCc2nc3ccccc3s2)cc1	-74	-5	-16	-49	3	-19	-4	-0.1	-16	-24	-0.2
CCCc1ccc(-c2cc(C(=O)NN3CCOCC3)c3ccccc3n2)cc1	-152	-60	-9	-153	-30	-25	2	1.0	-66	-50	-4.5
Cc1cccc(C(=O)O/N=C2/CC3CCC2(C)C3(C)C)c1 (stereo not given)	4	-2	-9	1	-1	7	-1	0.0	-17	12	2.2
Cc1ccc(CNS(=O)(=O)c2ccc3c(c2)NC(=O)CS3)cc1	-2	2	2	5	14	-2	3	-0.1	-3	-16	-0.1
CCC(NC(=O)c1ccc([N+](=O)[O-])cc1[N+](=O)[O-])c1ccccc1 (stereo not given)	21	14	-10	9	0	-11	2	0.2	26	-6	0.9
O=c1nc(/C=C/c2cc([N+](=O)[O-])ccc2Cl)cc(C(F)(F)F)[nH]1	83*	0	-2	20	34	-20	-2	0.0	-4	-4	1.1
CC(=O)Nc1cc2nc(C)n(Cc3ccccc3)c2nc1C	10	-1	-1	4	-6	-48	0	0.1	-11	-4	-0.2
Cc1ccc(Sc2ccc(C(=O)N3CCOCC3)cc2[N+](=O)[O-])cc1	7	/	16	11	8	12	0	0.0	-2	5	-0.5
CCN1CCN(c2cc(C)c3cc(NC(=S)N4CCN(c5ccc(F)cc5)CC4)ccc3n2)CC1	16	85*	-4	88*	-9	6	4	-0.1	-26	20	-0.6
Cc1ccc(S(=O)(=O)N2CCN(CCOc3ccccc3)CC2)cc1	14	9	0	10	-3	10	/	-0.2	6	7	-0.4
Cc1cc(C(=O)COc2ccccc2C(N)=O)c(C)n1CC1CCCO1 (stereo not given)	-75	5	15	-52	-17	73	1	2.2	69	-6	-0.6
Cc1cccc(NC(=O)c2ncn3c2C(=O)NC[C@H]3C)c1	-17	/	-6	6	-2	-14	/	-0.1	-14	-30	-0.3
CCCOc1ccc(-c2nc(N)n[nH]2)cc1	-127	-34	-1	-148	0	-15	2	-0.1	-40	-2	-4.1
O=C(NCCOc1ccccc1)C1CCCCC1	-212	-39	-8	-142	5	-24	-3	0.0	-36	6	0.8
COc1ccc(CCNc2ncnc3c2c(C)c(C)n3CCO)cc1OC	-22	-25	2	-12	-1	30	-6	0.3	-16	5	-0.4
COc1ccc(Nc2nc(NCCO)nc(N3CCCC3)n2)cc1	-4	-1	-21	5	14	-5	-5	0.4	1	-16	-1.7
CCN(C[C@H]1N[C@@](CC)(C(=O)OC)[C@H]2C(=O)N(C)C(=O)[C@@H]12)C(=O)c1ccc(F)cc1	6	6	3	-3	-2	12	/	-0.1	14	-10	1.2
CCOCCn1c(N2CCN(c3ccccc3)CC2)nc2c1c(=O)[nH]c(=O)n2C	11	-4	-29	5	-10	-19	-6	-0.2	-8	-17	2.7
CCOC(=O)c1c(CN2CCN(C)CC2)oc2ccc(OC)cc12	11	2	17	22	2	-1	1	-0.1	4	-13	1.2
O=S(=O)(NCCc1ccccn1)c1cc(Cl)cc(Cl)c1O	11	1	6	10	0	-3	2	-0.3	-21	11	-0.2
CCOC(=O)c1c(C)[nH]c(C)c1C(=O)CSc1nc(N)cc(N)n1	17	-1	-7	9	13	7	-1	0.2	-21	-6	-1.0
Cc1ccc(N2CCN(C(=O)c3nn(C)c4c3CS(=O)(=O)c3ccccc3-4)CC2)c(C)c1	6	5	-5	19	-6	27	-1	0.3	-35	7	-0.6
COc1ccc(NC(=O)COC(=O)CCCC2=NS(=O)(=O)c3ccccc3N2)cc1Cl	4	-10	-16	-22	11	6	4	-0.3	-21	0	-0.3
COc1ccccc1OC(=O)c1ccc2nsnc2c1	12	10	-20	-13	-1	-2	2	0.3	-7	-8	3.4
S=c1nc(C2CC2)n(-c2ccccc2)[nH]1	-8	-3	12	2	-11	-2	5	0.2	4	-5	-0.4
Cc1nnc(NCCc2ccccc2)n(N)c1=O	8	4	23	2	5	5	2	0.0	16	-7	-0.8
